# Bioassay records from PubChem BioAssay.
# SENP8 block-1 – SENP8 protease inhibitors, primary screen, biochemical, luminescence | Sentrin-specific protease 8 (Homo sapiens), Q96LD8 | purified SENP8, Z-RLRGG-aminoluciferin cleavage | inhibition, % at 10 µM | actives 1.2% (n = 330,000) | AID 2540, 2010; in the data active = inhibition above about 50%
# SENP7 block – SENP7 protease inhibitors, primary screen, biochemical, luminescence, uHTS. recombinant SENP7, Z-RLRGG-aminoluciferin luminescence, 40 min. AID 434973, 2010. actives 1.5% (n = 330,000). Sentrin-specific protease 7 (Homo sapiens), Q9BQF6. inhibition, % at 5 µM;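 active = inhibition above about 50% at the single test dose, limit read from the data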;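 note: plate controls were DMSO with enzyme for no effect and no enzyme buffer wells for full effect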
# SENP1 FRET inh – human SENP1 catalytic domain inhibitors, primary screen, biochemical, FRET, uHTS; inhibition, % at 10 µM; actives 0.21% (n = 360,000); Sentrin-specific protease 1 (Homo sapiens), Q9P0U3; recombinant SENP1 catalytic domain, CyPet-SUMO1-YPet FRET cleavage; AID 624204, 2012;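 active = inhibition at least 30% at 10 µM, raw YFP signal under a set limit, fluorescence ratio 0.5 to 1.5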;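 note: 0% = enzyme with DMSO and 100% = no enzyme wells; some results filed as inactive read as strong as hits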
#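 system = hSENP1 catalytic domain, recombinant | reagent = SFCypet-SUMO1-SFYpet substrate at 25 nM | doses = one dose per compound, 10 µM, 0.5% DMSO | incubation = enzyme reaction for 50 min at room temperature, dark | measured by = FRET, CFP and YFP emission | controls = no-enzyme low, enzyme-DMSO high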
# UBC13 polyUb – UBC13 polyubiquitin chain formation inhibitors, primary screen, biochemical, TR-FRET, uHTS | Ubiquitin-conjugating enzyme E2 N (Homo sapiens), P61088 | actives 0.47% (n = 330,000) | AID 485273, 2010 | inhibition, % at 20 µM; in the data active = inhibition above about 45%, passing the limit was not always enough
# Target sequence (P61088 whole entry, looked up): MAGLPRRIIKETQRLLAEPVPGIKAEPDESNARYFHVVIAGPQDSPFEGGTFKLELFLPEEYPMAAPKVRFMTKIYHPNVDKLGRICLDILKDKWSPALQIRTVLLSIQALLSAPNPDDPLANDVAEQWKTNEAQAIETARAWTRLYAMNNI
# Apaf-1 inh – inhibitors of human Apaf-1 apoptosome, primary screen, biochemical, DEVD-Rh110 fluorescence, uHTS; reconstituted apoptosome caspase-3 activity; actives 0.71% (n = 330,000); inhibition, % at 20 µM; Apoptotic protease-activating factor 1 (Homo sapiens), O14727; AID 489030, 2010; active = inhibition of at least 40% at 20 µM;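 note: plate controls were DMSO wells for no effect and DEVD-CHO caspase inhibitor wells for full effect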
#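 Material: reconstituted apoptosome with Apaf-1, cytochrome c, caspase-9, procaspase-3, dATP. Technique: Rh110 fluorescence intensity. Buffer or medium: pH 7.5 Hepes buffer with CHAPS, BSA, DTT. Times: 30 min plus 50 min, RT.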
# SENP8 block-2 – human SENP8 protease inhibitors, primary screen, biochemical, fluorescence, Nedd8 protein substrate, uHTS; Sentrin-specific protease 8 (Homo sapiens), Q96LD8; recombinant SENP8; inhibition, % at 20 µM; actives 0.64% (n = 360,000); AID 602440, 2012; in the data active = inhibition mostly above about 40%, no sharp cut-off; inactive = mostly below about 27%
# SENP6 inh – SENP6 protease inhibitors, primary screen, biochemical, luminescence, uHTS; Sentrin-specific protease 6 (Homo sapiens), Q9GZR1; Recombinant SENP6 catalytic domain, aminoluciferin luminescence; inhibition, % at 10 µM; actives 1.8% (n = 330,000); AID 2599, 2010;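 active = inhibition above about 50% at the single tested dose, limit read from the data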;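 note: plate controls were DMSO wells with enzyme for no effect and DMSO wells lacking enzyme for full effect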
# Target sequence (Q9GZR1 628-1112 limits assumed): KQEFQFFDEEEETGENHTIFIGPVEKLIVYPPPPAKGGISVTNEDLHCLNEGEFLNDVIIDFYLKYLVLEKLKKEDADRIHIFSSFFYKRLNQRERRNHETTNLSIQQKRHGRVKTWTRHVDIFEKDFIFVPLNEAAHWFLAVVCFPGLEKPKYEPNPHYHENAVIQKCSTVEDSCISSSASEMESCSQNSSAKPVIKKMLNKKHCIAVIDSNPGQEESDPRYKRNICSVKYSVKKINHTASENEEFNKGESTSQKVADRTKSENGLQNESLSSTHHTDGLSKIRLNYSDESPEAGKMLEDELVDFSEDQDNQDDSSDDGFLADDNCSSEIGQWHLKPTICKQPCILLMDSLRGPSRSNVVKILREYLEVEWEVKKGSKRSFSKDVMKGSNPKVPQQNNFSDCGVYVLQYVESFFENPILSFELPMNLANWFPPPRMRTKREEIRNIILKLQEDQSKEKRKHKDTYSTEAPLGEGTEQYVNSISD
# A3G deaminase – APOBEC3G DNA deaminase inhibitors, primary screen, biochemical, fluorescence, single-stranded DNA substrate, uHTS. actives 0.28% (n = 330,000). inhibition, % at 20 µM. recombinant A3G, ssDNA deamination FAM/TAMRA fluorescence. AID 493012, 2011;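 active = inhibition of at least 40% at 20 µM, with no more than 30% in the related APOBEC3A deaminase screen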;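 note: plate controls were DMSO wells with A3G for no effect and wells lacking A3G enzyme for full effect; some compounds called inactive have numbers as strong as hits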
# Target sequence (Q9HC16 whole entry, looked up): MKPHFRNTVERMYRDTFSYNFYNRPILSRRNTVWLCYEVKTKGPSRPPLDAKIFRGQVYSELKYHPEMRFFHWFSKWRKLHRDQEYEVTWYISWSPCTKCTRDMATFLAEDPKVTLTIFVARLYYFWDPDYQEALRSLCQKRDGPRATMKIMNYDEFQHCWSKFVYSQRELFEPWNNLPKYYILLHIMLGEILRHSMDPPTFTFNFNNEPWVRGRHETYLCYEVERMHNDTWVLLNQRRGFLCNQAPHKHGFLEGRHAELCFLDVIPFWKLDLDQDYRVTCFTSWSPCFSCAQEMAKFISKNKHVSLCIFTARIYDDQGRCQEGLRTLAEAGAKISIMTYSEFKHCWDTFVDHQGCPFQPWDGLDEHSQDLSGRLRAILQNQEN
# * hit, by the source's call.
No.	structure	SENP8 block-1	SENP7 block	SENP1 FRET inh	UBC13 polyUb
1	COc1ccccc1OCC(=O)NCCSCc1ccccc1Cl	-7	0	-4	-4
2	Cc1cccc2c(C(=O)N3CCN(c4ccccn4)CC3)cc(-c3cccc(Br)c3)nc12	-7	11	-2	-13
3	Cc1ccc(NC(=O)CSc2ncn[nH]2)c([N+](=O)[O-])c1	5	-1	3	-2
4	CC(C)=CCC/C(C)=C/CNC(=O)CC1C[C@H](C(=O)N(C(C)C)C(C)C)[C@@]2(C)c3[nH]c4ccccc4c3CCN2C1=O (some centres not stated)	6	-1	-3	1
5	N/C(=N\OC(=O)C1CCCCC1)c1ccc(Cl)cc1	2	35	2	-8
6	O=[N+]([O-])c1ccc(N2CCCCC2)nc1	-3	1	1	-8
7	Cc1ccc(C)c(Cn2c(=O)n(-c3ccc(CC(=O)NCc4ccco4)cc3)c(=O)c3sccc32)c1	-9	-14	-1	-19
8	CN(C)S(=O)(=O)c1cccc(NC(=O)c2ccc(N3CCCC3=O)cc2)c1	6	-5	3	6
9	O=C(Cc1ccccc1[N+](=O)[O-])NCc1ccncc1	4	-1	0	2
10	CSC1=NCCN1C(=O)c1ccc2ccccc2c1	-6	8	4	6
11	O=C(COC(=O)Cc1ccc([N+](=O)[O-])cc1)NC1CCCCCC1	2	4	7	15
12	COc1ccc(Cl)cc1NC(=O)c1ccc2c(SCC(=O)O)c3c(nc2c1)CCCC3	7	1	-16	-14
13	CC(=O)C[C@@H](O)CC(=O)[C@@H]1OC(=O)CCCCCCc2ccccc21	-7	-9	0	-3
14	CCOC(=O)c1cc(NC(=O)c2ccoc2C)cc(C(=O)OCC)c1	-4	0	4	8
15	C=CCSc1nnc(-c2c[nH]c3ccccc23)n1CCOC	0	3	0	19

No.	Apaf-1 inh	SENP8 block-2	SENP6 inh	A3G deaminase
1	7	2	-20	-8
2	32	-18	-13	-8
3	-7	10	0	-10
4	30	25	0	6
5	7	6	2	6
6	-7	20	-12	10
7	18	8	4	-13
8	0	10	-11	-5
9	-12	10	12	-6
10	-15	-2	-15	-5
11	-4	6	-11	-7
12	15	-6	1	1
13	22	13	-14	-4
14	-6	14	8	-3
15	-20	14	-1	-8

# Next entries follow:
No.	structure	SENP8 block-1	SENP7 block	SENP1 FRET inh	UBC13 polyUb
16	COc1cc(CN2CCCCC2)ccc1OCc1ccccc1	-14	-10	1	-4
17	O=C(C[C@H]1C/C=C\C[C@@H](Cc2ccc(F)cc2)C(=O)O[C@@H](c2ccccc2)CNC1=O)NCCO	-5	8	-1	4
18	CCOc1ccc(S(=O)(=O)N2CCCCC2)cc1NC(=O)Cc1ccccc1	6	4	1	13
19	CCN(CC(=O)Nc1ccc(C(C)=O)cc1)CC(=O)Nc1cccc(OC)c1	6	-3	0	-3
20	Cc1ccccc1C(=O)NC(=S)NC1CCSC1=O (configuration not stated)	0	4	2	-1
21	Cc1nc(C)c2c(=O)cc(-c3ccccc3)[nH]c2n1	0	0	1	6
22	CCN1C(=O)/C(=C2/Sc3ccccc3N2CC)SC1=S	2	3	-26	-7
23	COc1cccc(C(=O)COC(=O)C(C)N2C(=O)C3C4C=CC(C4)C3C2=O)c1 (configuration not stated)	-5	-5	1	-2
24	Cc1cccc(Nc2cc(C)c3c(O)cccc3n2)c1C	-11	-2	-29	74*
25	CC1(C)CC2CC(C)(CN2C(=O)COC(=O)c2ccc(O)cc2O)C1 (configuration not stated)	8	1	0	20
26	CC(=O)Nc1ccc(S(=O)(=O)NC2(C(F)(F)F)NC(=O)N(c3ccccc3F)C2=O)cc1 (configuration not stated)	0	-4	0	3
27	COc1ccc(C2C(=O)N(C3CCCCC3)CC(=O)N2CC2COc3ccccc3O2)cc1 (configuration not stated)	3	2	3	0
28	Cc1ccccc1NC(=O)NC1CCCCCCC1	0	-5	0	9
29	CC1(C)CC(=O)C2=C(C1)N(CC1CCCO1)C(=O)C2(NC(=O)c1cccnc1)C(F)(F)F (configuration not stated)	-2	3	1	-10
30	COC(=O)C(Sc1nc(C)cc(C)c1C#N)c1ccccc1 (configuration not stated)	5	1	3	-2

No.	Apaf-1 inh	SENP8 block-2	SENP6 inh	A3G deaminase
16	8	9	-24	-5
17	2	20	4	-7
18	10	5	6	-3
19	-3	4	3	-7
20	7	6	5	-6
21	-5	-44	-9	-1
22	3	16	-12	-5
23	-2	12	-20	-9
24	27	-321	4	-6
25	-16	4	-4	-2
26	-2	19	-7	-4
27	11	8	-9	-5
28	-63	3	-19	-2
29	19	5	12	1
30	-13	5	-22	-8

# Another view of part of the listing above.
22) CCN1C(=O)/C(=C2/Sc3ccccc3N2CC)SC1=S
23) COc1cccc(C(=O)COC(=O)C(C)N2C(=O)C3C4C=CC(C4)C3C2=O)c1 (configuration not stated)
24) Cc1cccc(Nc2cc(C)c3c(O)cccc3n2)c1C
25) CC1(C)CC2CC(C)(CN2C(=O)COC(=O)c2ccc(O)cc2O)C1 (configuration not stated)
26) CC(=O)Nc1ccc(S(=O)(=O)NC2(C(F)(F)F)NC(=O)N(c3ccccc3F)C2=O)cc1 (configuration not stated)
27) COc1ccc(C2C(=O)N(C3CCCCC3)CC(=O)N2CC2COc3ccccc3O2)cc1 (configuration not stated)
28) Cc1ccccc1NC(=O)NC1CCCCCCC1
29) CC1(C)CC(=O)C2=C(C1)N(CC1CCCO1)C(=O)C2(NC(=O)c1cccnc1)C(F)(F)F (configuration not stated)

screen / no.,22,23,24,25,26,27,28,29
SENP8 block-1,2,-5,-11,8,0,3,0,-2
SENP7 block,3,-5,-2,1,-4,2,-5,3
SENP1 FRET inh,-26,1,-29,0,0,3,0,1
UBC13 polyUb,-7,-2,74*,20,3,0,9,-10
Apaf-1 inh,3,-2,27,-16,-2,11,-63,19
SENP8 block-2,16,12,-321,4,19,8,3,5
SENP6 inh,-12,-20,4,-4,-7,-9,-19,12
A3G deaminase,-5,-9,-6,-2,-4,-5,-2,1

# Continuation.
No.	structure	SENP8 block-1	SENP7 block	SENP1 FRET inh	UBC13 polyUb
31	N#CCCN(C(=O)COC(=O)CCc1ccccc1)c1ccccc1	0	-4	2	2
32	CCCOC(=O)C1=C(C)NC2=C(C(=O)CC(C)(C)C2)C1c1ccc(N(C)C)cc1 (configuration not stated)	-5	1	-21	6
33	CSc1nnc(NC(=O)c2ccco2)s1	-8	6	0	-6
34	COc1cccc(CN(C)C(=O)[C@@H](NC(=O)c2ccc(C)cc2)C(C)C)c1	-1	1	2	-4
35	N#CC(=NCc1cccnc1)C1=C(O)c2ccccc2C1=O	-2	4	1	-13
36	CN(C)c1ccc(/C=C2/NC(=O)NC2=O)cc1	0	5	-52	-21
37	CC(=O)N1c2ccc(S(=O)(=O)N3CCC(C(=O)N4CCC(C)CC4)CC3)cc2CC1C (configuration not stated)	2	10	0	-1
38	COc1ccc(CN2C(=O)CCC2(C)C(=O)NC2CCCCCC2)cc1 (configuration not stated)	0	4	3	6
39	COc1ccc(C(=O)OCC(=O)Nc2nc3c(F)c(F)c(F)cc3s2)cc1OC	-4	-11	-13	-10
40	O=C(NCc1ccccc1)C1=C[C@@H](C2CC2)C[C@@H](OCc2ccc(CO)cc2)O1	-3	2	1	14
41	COc1cc(OC)c(N(C)C(=O)c2cn(C)c(=O)c3cc(OC)c(OC)cc23)cc1Cl	-3	-6	2	-5
42	COc1cc(-c2c(-c3ccsc3)sc3ccccc23)cc(OC)c1OC	8	5	2	3
43	COc1cc(OC)c2cc(C(=O)N/N=C/c3ccccc3O)[nH]c2c1	-2	1	-18	-1
44	COc1ccc(OC)c(CCNC(=O)c2ccc(NC3=NC4CS(=O)(=O)CC4S3)cc2)c1 (configuration not stated)	8	4	0	13
45	CCn1c(=O)cc(OCC(=O)Nc2ccccc2C#N)c2ccccc21	5	-1	4	2

No.	Apaf-1 inh	SENP8 block-2	SENP6 inh	A3G deaminase
31	12	9	-8	-10
32	3	-471	-4	-7
33	-10	-6	22	-8
34	2	13	0	2
35	-21	14	-16	-5
36	-7	-248	7	-3
37	3	6	-2	9
38	1	12	-2	-2
39	5	-5	5	-2
40	8	8	-5	-3
41	7	14	-19	-6
42	5	-9	2	-10
43	-3	-314	-6	-6
44	4	7	-4	-10
45	-7	0	7	-8

# (next part)
No.	structure	SENP8 block-1	SENP7 block	SENP1 FRET inh	UBC13 polyUb
46	COc1ccc(OC)c(/C=N/n2c(-c3n[nH]c4c3CCC4)n[nH]c2=S)c1	5	5	-4	2
47	C=CCNC(=O)/C(=C\C=C\c1ccccc1)NC(=O)c1ccccc1Cl	-4	-7	-2	-13
48	CC(C)(C)[C@H]1C=C(C(=O)NCc2nc3ccccc3[nH]2)O[C@@H](OCc2ccc(CO)cc2)C1	-2	0	-1	-6
49	Cc1ccc(C(=O)COC(=O)CCN2C(=O)C3C4CCC(C4)C3C2=O)cc1[N+](=O)[O-] (configuration not stated)	-10	10	2	-2
50	CC(=O)N1CC(C)Oc2ccc(S(=O)(=O)NC(CC(=O)O)c3ccccc3)cc21 (configuration not stated)	1	3	1	5
51	COc1ccc(NC(=O)/C(C#N)=C\c2cc(C)n(-c3ccc4c(c3)OCO4)c2C)cc1	-10	-3	-14	-36
52	COc1ccc(S(=O)(=O)N(CC(=O)NCC2CCCO2)c2ccc(F)cc2)cc1OC (configuration not stated)	-5	-5	3	-2
53	Cc1c(NC(=O)c2cc3ccccc3oc2=O)c(=O)n(-c2ccccc2)n1C	-5	10	-2	-8
54	CCCCC(=O)Nc1ccc(NC(=S)NC(=O)CCCCl)cc1OC	-8	1	0	-16
55	CCOC(=O)c1c(NC(=O)COC(=O)CNC(=O)c2ccc(Cl)cc2Cl)sc(C(=O)N(C)C)c1C	2	-6	1	-5
56	CCn1nc(C)cc1C(=O)N1CCCC(N2CCN(c3ccccc3OC)CC2)C1 (configuration not stated)	-3	2	5	-5
57	O=C(c1ccccc1Cl)N1CCSCC1	0	-1	3	9
58	Cn1cc(Br)c(C(=O)NC(=S)N2CCN(c3ccccn3)CC2)n1	-4	-4	3	-11
59	CCCCN(CCCC)S(=O)(=O)c1ccc(NC(=O)Cc2cccs2)cc1	-4	-1	-5	-1

No.	Apaf-1 inh	SENP8 block-2	SENP6 inh	A3G deaminase
46	-6	-133	-29	42*
47	6	-16	1	-9
48	27	6	7	-1
49	-1	8	-23	-6
50	-3	10	0	-6
51	26	-20	-3	-5
52	0	14	-15	-4
53	-8	2	-4	-5
54	9	9	-10	1
55	11	7	-9	13
56	11	6	-14	9
57	-14	5	-11	-6
58	6	5	-9	-7
59	7	8	-1	2
